NS5 inhibitors: flavivirus cap methylation enzyme inhibition – biochemical, confirmation dose response, primary screen (AID 588689) | Dengue-2 NS5 methyltransferase capping enzyme assay, biochemical; higher % means a stronger effect | inhibition, % at 25 µM, or IC50 in µM where a hit was titrated | 340,000 compounds, 0.3% hits; in the data active means a potency from the dose series; inconclusive means inhibition above about 29% without an active follow-up result
HIV fusion peptide: cell-free HIV fusion peptide-binding blockers – biochemical, uHTS, fluorescence dequenching, primary screen (AID 1986); cell-free peptide binding, fluorescence dequenching, 30 min; higher % means a stronger effect; one-dose inhibition, % at 20 µM; IC50 in µM for titrated hits; 290,000 compounds, 0.3% hits; in the data active means inhibition mostly above about 52%, no sharp cut-off; inactive means mostly below about 76%; further: some results filed as inactive read as strong as hits
SIAH1 antagonists: Siah-1 peptide-binding antagonists, primary screen, biochemical, fluorescence polarization, rhodamine-plectin, uHTS (AID 1817) | Siah-1 / rhodamine-plectin peptide fluorescence polarization; higher % means a stronger effect | one-dose displacement, % at 20 µM; IC50 in µM for titrated hits | 290,000 compounds, 0.02% hits;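 active means displacement of at least 50% at 20 µM, with a fluorescence ratio check between 0.3 and a set limit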;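 further: plate controls were Siah plus tracer with DMSO for no effect and tracer alone without Siah for full effect; strong numbers were not always called active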
Rac1 GTP hydrolysis: MgcRacGAP GTPase-activating activity inhibitors, confirmation, biochemical, ADP Hunter fluorescence; MgcRacGAP-stimulated Rac1 GTP hydrolysis, ADP Hunter fluorescence; higher % means a stronger effect; GST-tagged Rac1 F28L mutant substrate; inhibition, % at 30 µM; hits with a dose series show IC50 in µM; 340,000 compounds, 0.6% hits;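 active means first-screen hits whose inhibition reached a set limit at any dose in the follow-up dose series; inconclusive means inhibition above the set first-screen limit but never retested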;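 further: fluorescence reports GDP produced by GAP-driven GTP hydrolysis; strong numbers were not always called active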
XIAP antagonists: XIAP antagonists, biochemical, IAP family, fluorescence polarization (AID 1018). one-dose displacement, % at 20 µM; IC50 in µM for titrated hits. XIAP BIR domain, fluorescence polarization peptide displacement; higher % means a stronger effect. 200,000 compounds, 0.007% hits; in the data active means displacement above about 50%; further: a part of the inactive calls stands beside numbers as strong as those of hits
SV40 large T antigen: SV40 large T antigen inhibitors, biochemical (AID 1903); SV40 large T antigen ATPase/helicase inhibition assay; higher % means a stronger effect; inhibition, % at 20 µM, or IC50 in µM where a hit was titrated; 310,000 compounds, 0.39% hits; in the data active means a potency from the dose series; inconclusive means inhibition mostly from about 32% at the one dose, without a potency; inactive means the rest, 99 in 100 with inhibition below about 32%; further: strong numbers were not always called active
LYP phosphatase: PTPN22 lymphoid phosphatase activity blockers – biochemical, fluorescence intensity, uHTS (AID 1779); recombinant LYP phosphatase, fluorescence intensity; higher % means a stronger effect; inhibition, % at 11.5 µM; hits with a dose series show IC50 in µM; 290,000 compounds, 0.054% hits; in the data active means inhibition above about 50%;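 further: plate controls were vehicle with enzyme for no effect and no enzyme for full effect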
RSV CPE inhibition: inhibition of RSV-induced cytopathic effect – HEp-2 cells, primary 10 µM value included (AID 2391). HEp-2 cells, RSV-induced CPE inhibition; higher % means a stronger effect. one-dose CPE inhibition, % at 10 µM; IC50 in µM for titrated hits. 310,000 compounds, 0.13% hits; in the data active means a potency from the dose series; inconclusive means CPE inhibition mostly from about 23% at the one dose, without a potency; inactive means the rest, 99 in 100 with CPE inhibition below about 21%; further: strong numbers were not always called active
AID2073: inhibitors of Mint1-CaV2.2 protein interaction, biochemical, HTRF (AID 2073); 290,000 compounds, 0.19% hits; HTRF protein-protein interaction, Mint1-CaV2.2; higher % means a stronger effect; inhibition, % at 20 µM; hits with a dose series show IC50 in µM; in the data active means inhibition mostly above about 51%, no sharp cut-off; inconclusive means no clear call, values can overlap the other calls; inactive means mostly below about 53%; further: some results filed as inactive read as strong as hits
* = called active by the depositor; ? = inconclusive; · = no result given.

cpd | smiles | NS5 inhibitors | HIV fusion peptide | SIAH1 antagonists | Rac1 GTP hydrolysis | XIAP antagonists | SV40 large T antigen | LYP phosphatase | RSV CPE inhibition | AID2073
1 | Cc1ccc(N(CC(=O)NCCSCc2ccco2)S(C)(=O)=O)cc1 | -1% | -2.9% | -2% | 10% | -3.7% | -1% | -6% | 1.7% | 2%
2 | COCCNCC(=O)C12CC3CC(CC(C3)C1)C2 | -5% | -1.1% | 3% | -5% | -4.4% | 10% | -4% | -1.7% | -12%
3 | CS(=O)(=O)N1CCCC(c2nc(-c3ccc(S(=O)(=O)NCc4ccccc4)cc3)no2)C1 (stereo not drawn) | 10% | 0.1% | -3% | 9% | 0.4% | 1% | -8% | -0.3% | 5%
4 | COc1ccc(CN2CCC(CO)(Cc3ccccc3)CC2)cc1Cn1cccn1 | -10% | -0.8% | -4% | 1% | 1.8% | 5% | -8% | -0.8% | -9%
5 | COc1ccc(F)cc1C(=O)C1CCCN(Cc2c[nH]c3ccccc23)C1 (stereo not drawn) | -2% | -0.3% | -6% | 8% | -0.1% | 20% | -9% | 0.1% | -12%
6 | CCOC(=O)C1CCN(S(=O)(=O)c2cc3c4c(c2)C(C)C(=O)N4CCC3)CC1 (stereo not drawn) | -2% | -1.0% | -1% | 13% | · | 1% | -7% | 0.1% | -1%
7 | c1cnc2ccc(C(c3nnnn3C3CCCCC3)N3CCCCC3)cc2c1 (stereo not drawn) | 4% | -1.2% | 9% | 7% | -3.6% | 20% | -4% | 1.9% | 3%
8 | O=C(NC1CCCc2ccccc21)N[C@@H](Cc1ccccc1)C(=O)O (stereo partly drawn) | -12% | 1.4% | 0% | · | · | 3% | -8% | 2.8% | 2%
9 | COCCn1c(C)cc(C(=O)CSc2nc3ccccc3c(=O)n2C(C)COC)c1C (stereo not drawn) | -4% | -0.2% | -3% | -3% | -2.8% | 9% | 7% | 3.8% | -16%
10 | CCc1cc2c(=O)c(-c3nc4ccccc4[nH]3)coc2cc1OC(=O)N1CCOCC1 | -8% | 3.1% | -1% | 0% | -7.6% | 10% | 0% | -0.4% | 24%
11 | Cc1ccc([N+](=O)[O-])cc1S(=O)(=O)Nc1ccccn1 | 5% | 0.4% | -1% | 4% | -6.9% | 1% | 1% | 0.0% | 1%
12 | COc1ccc2ccccc2c1/C=N/NC(=O)c1sc(N)c(C#N)c1C | -6% | 3.1% | 13% | 5% | -9.4% | 19% | 2% | 1.6% | 6%
13 | O=C(Nc1ccc([N+](=O)[O-])cc1)/C(=C/c1cccc([N+](=O)[O-])c1)NC(=O)C1CCCCC1 | 2% | 0.0% | 1% | 3% | -4.7% | -15% | 0% | 1.6% | 3%
14 | Cc1cc(C)c(C(N)=O)c(NC(=O)Nc2ccccc2Cl)n1 | -2% | 1.1% | 5% | 1% | -1.6% | 5% | -8% | -1.2% | 23%
15 | CC(CC(=O)O)CC(=O)Nc1cccc([N+](=O)[O-])c1 (stereo not drawn) | -24% | 0.2% | 9% | 2% | -2.8% | 0% | -8% | 0.9% | 4%
16 | Nc1cccc(Oc2ccc3c(c2)C(=O)NC3=O)c1 | 4% | 0.6% | 5% | 0% | · | 8% | 0% | 1.6% | 5%
17 | CCOc1ccc(-c2ccc(SCC(=O)N3CCOCC3)nn2)cc1 | -2% | -0.3% | 8% | 7% | -1.9% | 4% | -2% | 16% | -1%
18 | COc1ccc(N2CCN(C(=O)C(=O)c3c(C)n(C)c4ccccc34)CC2)cc1 | -7% | -2.4% | 7% | 17% | -0.3% | 5% | 2% | 4.2% | -1%
19 | CCC1CCCCN1C(=S)NC(=O)c1ccc([N+](=O)[O-])cc1 (stereo not drawn) | -1% | -1.0% | -1% | -2% | -8.7% | 7% | -10% | 1.8% | -19%
20 | CCC(C)(C)n1nnnc1C(c1cc2cc(C)ccc2[nH]c1=O)N1CCCc2ccccc21 (stereo not drawn) | -8% | -0.7% | 5% | 9% | -3.0% | -7% | -7% | 0.4% | 81%
21 | CCOc1cccc(CNCCO)c1OCc1ccc(Cl)cc1Cl | 5% | 1.1% | 2% | 11% | -2.3% | 9% | 27% | 2.9% | -4%
22 | Cc1cccc(N2CCN(C(=O)c3ccc4c(c3)NC(=O)C(CSCc3ccc(F)cc3)N4)CC2C)c1 (stereo not drawn) | · | 25% | 1% | · | · | 27% | -9% | 1.4% | 20%
23 | CC1CN(CC(=O)Nc2nc(-c3ccc(Cl)cc3)cs2)CC(C)O1 (stereo not drawn) | 5% | · | · | 6% | · | 9% | · | 6.7% | ·
24 | CCOC(=O)N1CCN(S(=O)(=O)c2ccc(OCC(=O)OC)c(Cl)c2)CC1 | -4% | -0.7% | 2% | 3% | -3.0% | -14% | -2% | 1.9% | -2%
25 | COc1ccccc1CN1CCN(C(CC(C)C)c2nnnn2Cc2cccs2)CC1 (stereo not drawn) | 2% | 1.5% | -2% | -5% | -11% | 8% | -7% | -0.2% | 11%
26 | C=CCNC(=S)NCc1ccc(CNC(=S)NCC=C)cc1 | -1% | -0.9% | -2% | 4% | -1.9% | 1% | -1% | 0.1% | 1%
27 | COc1ccccc1NC(=O)C1CCN(c2ncnc3c2nc2n3CCCCC2)CC1 | 4% | -1.2% | -2% | 11% | · | 1% | -6% | 9.4% | -2%
28 | COc1cc(/C=C/c2sc3ccccc3[n+]2CCCS(=O)(=O)[O-])ccc1O | -70% | 148% | -13% | 20µM* | -34% | 20% | -2% | 1.4% | 3%
29 | COC(C(=O)NCc1ccc(C)cc1)c1ccccc1 (stereo not drawn) | -3% | -0.9% | 0% | 0% | -12% | -3% | -6% | 0.8% | -9%
30 | CCn1cc([N+](=O)[O-])c(C(=O)N2CCCC2)n1 | 2% | 21% | 0% | 5% | -5.4% | 4% | -4% | · | -6%
31 | Cc1cccc(NC(=O)c2cc(-c3c(C)cc(C)cc3O)n[nH]2)c1 | -6% | 0.3% | 3% | 8% | · | 2% | -9% | 1.8% | 9%
32 | Cc1ccc(C2=N/C(=C\N(C)C)C(=O)O2)cc1 | -3% | 0.0% | -5% | 4% | -5.3% | 13% | 2% | · | -4%
33 | O=C1/C(=C/c2cccs2)SC(=S)N1c1cccc(O)c1 | -1% | -1.8% | -3% | 12% | · | 1% | 0% | 3.8% | -20%
34 | Cc1cc(NC(=O)C(C)N2C(=O)c3ccccc3S2(=O)=O)no1 (stereo not drawn) | -3% | · | · | 4% | · | 15% | · | -2.0% | ·
35 | CCCCCCCn1c2c(c(=N)c3ccccc31)CCC2 | 2% | -1.2% | -5% | 10% | -9.8% | · | -8% | 3.4% | 5%
36 | Cc1cc(CN2CCCCC2)oc1C(=O)O | -3% | 2.2% | -5% | -1% | -5.3% | 3% | -3% | -0.4% | 5%
37 | CC(=O)C1=C(C)NC(SCC(N)=O)=C(C#N)C1c1cccs1 (stereo not drawn) | -5% | -3.2% | 3% | 4% | -4.4% | -10% | 1% | 2.1% | -17%
38 | COC(=O)[C@]1(CC(C)C)N[C@H](c2ccc(-c3ccc(F)cc3)c(OC)c2)[C@@H]2C(=O)N(C)C(=O)[C@@H]21 | -8% | · | · | 10% | · | 7% | · | -2.4% | ·
39 | CCO[C@H]1OC(C(=O)NCc2ccccc2)=C[C@@H](C2CCCCC2)[C@@H]1CCCO | -6% | 1.8% | 3% | 8% | 3.4% | 3% | 3% | -2.8% | -8%
40 | Cc1ccc(-c2nc(CS(=O)CC(=O)NC3CCCC(C)C3C)c(C)o2)cc1 (stereo not drawn) | 11% | 0.8% | -6% | 14% | · | 10% | -1% | ? | 6%
41 | Cc1onc(-c2ccccc2Cl)c1C(=O)Nc1cccc2nsnc12 | 9% | -0.6% | 5% | 7% | -7.4% | 0% | 3% | 1.4% | 17%
42 | Cc1ccc(S(=O)(=O)N2CCN(C(C)C(=O)Nc3ccccc3-c3ccccc3)CC2)cc1 (stereo not drawn) | 1% | -1.2% | 2% | 2% | 3.4% | 5% | -3% | 3.0% | -4%
43 | COc1cccc(C(=O)N2CCN(Cc3ccccc3C(F)(F)F)CC2)c1 | -10% | -1.5% | 6% | 19% | -6.4% | 5% | -8% | 5.0% | -4%
44 | CCc1ccc(OCC(=O)N/N=C(\C)c2ccc(O)cc2O)cc1 | -8% | -1.2% | 4% | 17% | -2.1% | 11% | -4% | 3.0% | ?
45 | COc1ccc(C(C)=O)c2c1OCCO2 | 2% | 1.1% | 8% | 7% | 2.5% | 0% | -11% | 1.7% | 10%
46 | O=C1N=C(N2CCOCC2)S/C1=C\c1ccncc1 | -8% | 0.3% | 1% | 6% | · | 10% | -4% | 0.8% | 0%
47 | CCOC(=O)c1oc2cccc(O)c2c1CN1CCOCC1 | 0% | 25% | 5% | 1% | -20% | 8% | -6% | 0.8% | 3%
48 | O=C(Nc1cc2c3c(c1)CC(=O)N3CCC2)c1ccccc1F | -1% | · | · | 2% | · | 11% | · | -2.7% | ·
49 | CN(C)CCCNc1ncnc2scc(-c3ccccc3)c12 | -7% | -0.2% | 6% | ? | -5.6% | 7% | -6% | -2.3% | -3%
50 | O=C(CN1C(=O)C2CC=CCC2C1=O)Nc1ccc(S(=O)(=O)Nc2ncccn2)cc1 (stereo not drawn) | -2% | 2.9% | 3% | 9% | · | 11% | -8% | -0.4% | -6%

Remaining list, next part.
cpd | smiles | NS5 inhibitors | HIV fusion peptide | SIAH1 antagonists | Rac1 GTP hydrolysis | XIAP antagonists | SV40 large T antigen | LYP phosphatase | RSV CPE inhibition | AID2073
51 | CC/C(=C\C1CCCCC1)C(NP(=O)(c1ccccc1)c1ccccc1)c1ccccc1 (stereo not drawn) | -2% | 1.8% | 4% | -1% | -7.3% | 3% | 13% | -4.0% | 20%
52 | Cc1[nH][nH]c(=O)c1N=Nc1ccccc1C#N | · | 0.0% | -5% | · | -4.8% | 9% | -9% | 0.7% | 9%
53 | O=C(CSc1nnc(-c2ccc(NS(=O)(=O)c3ccccc3)cc2)o1)NCC1CCCO1 (stereo not drawn) | -8% | -2.0% | 2% | -7% | -2.6% | 2% | -12% | 0.1% | -6%
54 | Cc1cccc(NC(=O)C2C3C=CC4(O3)C2C(=O)N(CCCN2CCCC2)C4C(=O)NC2CCCC(C)C2C)c1 (stereo not drawn) | -7% | -1.6% | 4% | 3% | · | 25% | -7% | 1.1% | 8%
55 | COc1cccc(C(C)N(C)Cc2nc(COc3ccccc3)no2)c1 (stereo not drawn) | -5% | -0.4% | 10% | 9% | · | 7% | -5% | 9.5% | -4%
56 | COc1ccc(NC(C)C(=O)N/N=C/c2c(O)ccc3ccccc23)cc1 (stereo not drawn) | -4% | -1.7% | 2% | 7% | · | 2% | -3% | 1.2% | 4%
57 | CC(C)C(=O)Nc1ccccc1Cc1ccccc1 | -8% | 0.0% | 4% | 2% | -4.9% | 4% | -6% | -0.4% | 4%
58 | CNC(=O)COC(=O)/C=C/c1nc2ccccc2s1 | -13% | 2.4% | 6% | 2% | -0.4% | 12% | -1% | 0.4% | 10%
59 | Cc1nc(/N=C(\N)NC(=O)c2ccccc2)nc2ccccc12 | 3% | 1.0% | 3% | 1% | -0.3% | -2% | 4% | 2.9% | 11%
60 | O=C(CSc1nnc(-c2ccccc2)o1)NCC1CCCCC1 | -6% | -1.0% | -4% | 9% | -7.3% | 16% | -1% | -1.1% | 18%
61 | CCN1CCN(c2ccc(S(=O)(=O)N3CCCCC3)cc2NC(=O)c2cccc(F)c2)CC1 | -1% | · | · | 9% | · | 9% | · | 0.1% | ·

From PubChem BioAssay
